Assay outcomes from PubChem.
KB-V1 MDR tox – KB-V1 MDR subline cytotoxicity. 400,000 compounds, 3.4% hits. Potency, µM (top dose mostly 46.1 µM), for inactives: at the top dose activity change, negative = cytotoxicity, most hits filed as cytotoxic. KB-V1 MDR cells viability, CellTiter-Glo, 72 h; also: potency is read from the fitted curve at half-maximal effect; % is scaled to controls: 0 for no effect and ±100 for the full control effect; nearly all actives have a fitted effect of over 60% in size
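In this primary screen, KB-V1 cells overexpressing P-gp are incubated with library compounds (lowest to highest concentration) for 72 h at 37 degrees C before a luminescent ATP viability read.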
HT1080 IDH1KD tx – kills HT-1080 cells with IDH1 knockdown; HT-1080 IDH1 knockdown viability, ATP luminescence, 48 h; Potency, µM (doses to about 46.1 µM), inactives show at the highest dose activity, negative = toxicity, usual class: cytotoxic; 360,000 compounds, 2% hits; AID 686971;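 also: potency is read from the fitted curve at half-maximal effect; 0% = DMSO wells and -100% = cell-free medium wells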
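IDH1KD HT-1080 cells, 750/well, RPMI + 5% FBS; compound pinned after 2 h settling; 48 h, 37 °C; CellTiter-Glo luminescence; % activity normalised to DMSO and no-cell wells; curves fitted, classed by r2 and efficacy.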
IL1B secr inh – blocks inflammasome-driven IL-1 beta release; AID 743279; THP-1 LPS/ATP IL-1B secretion, AlphaLISA, 16 h; hits give low values; activity change, % at 57.5 µM; 360,000 compounds, 4.7% hits; in the data active = activity change below about -50%; inconclusive = mostly about -30% to -49%; also: % is scaled to controls: 0 for no effect and ±100 for the full control effect
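THP-1 cells pretreated 1 hr with compounds (up to 57.5 uM final), then stimulated with LPS (250 ng/mL final) plus ATP (1.25 mM final); secreted IL-1B measured by AlphaLISA after 16 hr, decreased signal indicating inhibition.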
D3 ag – D3 dopamine receptor (human) agonism; D3R DiscoveRx beta-arrestin cells, luminescence, 90 min; 410,000 compounds, 0.58% hits; P35462; max activation, %; in the data active = max activation above about 30%; also: 0% is about no effect; mostly tested at two doses, the higher about 12 µM
Target sequence (P35462 whole entry, looked up): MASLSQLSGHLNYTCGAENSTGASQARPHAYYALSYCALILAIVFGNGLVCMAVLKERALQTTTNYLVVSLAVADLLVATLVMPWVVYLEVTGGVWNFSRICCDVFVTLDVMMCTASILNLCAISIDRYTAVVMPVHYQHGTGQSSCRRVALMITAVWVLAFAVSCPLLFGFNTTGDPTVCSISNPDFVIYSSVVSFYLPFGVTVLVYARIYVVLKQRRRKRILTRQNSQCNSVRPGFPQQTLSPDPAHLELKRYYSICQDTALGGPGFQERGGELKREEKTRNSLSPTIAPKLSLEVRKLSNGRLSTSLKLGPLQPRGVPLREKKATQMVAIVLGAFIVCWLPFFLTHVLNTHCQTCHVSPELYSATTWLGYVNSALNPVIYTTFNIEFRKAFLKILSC
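Cells at 1500/well, incubated overnight, then treated with pinned compounds (dopamine as control) for 90 min at 37 degrees C. DiscoveRx reagent added for 30 - 60 minutes at room temperature; luminescence read.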
KB-3-1 cytotox – KB-3-1 parental cell cytotoxicity | KB-3-1 viability, CellTiter-Glo ATP luminescence, 72 h | Potency, µM (highest dose often 46.1 µM), without a hit: at the highest dose activity change, negative = cytotoxic, hits mostly cytotoxic | 400,000 compounds, 1.4% hits; also: potency is read from the fitted curve at half-maximal effect; % is scaled to controls: 0 for no effect and ±100 for the full control effect; nearly all actives have a fitted effect of over 60% in size
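Parental KB-3-1 adenocarcinoma cells in phenol-red-free DMEM with 10% FBS were pin-treated with compounds at several concentrations, incubated 72 h at 37 °C, and viability read by CellTiter-Glo luminescence; concentration-effect curves were fitted after normalization.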
HEK293 tox – cytotoxicity in counter-screen for GLP-1R inverse agonists | 410,000 compounds, 0.13% hits | Potency, µM (top dose mostly 38.3 µM), for the others: at the top dose activity change, negative = inhibition, hits mostly inhibitors | HEK293 cAMP-luciferase reporter cells, luminescence, 24 h;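 also: loss of luciferase light is scored as toxicity; potency is read from the fitted curve at half-maximal effect; % is scaled to controls: 0 for no effect and ±100 for the full control effect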
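Quantitative HTS format, 1536 wells, 200 cells/uL seeded. Compounds: 23 nL, 24 h, 37 °C. Detection: luciferase reagent, luminescence at 12 min RT; decreased signal taken as cytotoxic.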
HT1080NT lethal – kills 2HG-producing HT-1080-NT fibrosarcoma cells | 360,000 compounds, 1.6% hits | HT-1080-NT fibrosarcoma viability, CellTiter-Glo ATP luminescence, 48 h | Potency, µM (doses to about 46.1 µM), without a hit: top-dose activity, negative = less viability, hits mostly cytotoxic;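 also: NT is the 2HG producing partner of a matched IDH1 knockdown line; potency is read from the fitted curve at half-maximal effect; 0% = DMSO-treated cells and -100% = media-only wells without cells; nearly all actives have a fitted effect of over 55% in size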
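Compounds were tested in concentration-response format on HT-1080-NT cells for 48 hours at 37 degrees C. Cell viability came from CellTiter-Glo luminescence; curves were classified by r2, response magnitude and activity.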
SW480 rereplic – inducers of DNA re-replication in SW480 colon cancer cells; SW480 DNA re-replication, Hoechst DNA content imaging, 48 h; 340,000 compounds, 1.8% hits; AID 624297; Potency, µM (highest dose often 46.1 µM), without a hit: at the highest dose re-replication activation, usual class: activators; also: potency is read from the fitted curve at half-maximal effect; % of control where 0% means no effect; nearly all actives have a fitted effect of over 55% in size
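Treated cells incubate 48 hr (37 C, 5% CO2), are stained 40 min with Hoechst, and nuclear fluorescence is enumerated; a rise in nuclei with high DNA signal marks re-replication.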
MCF10A rerep – induces DNA re-replication in MCF 10a normal breast cells | 350,000 compounds, 2.9% hits | MCF 10A DNA re-replication, Hoechst nuclear intensity, 48 h | Potency, µM (top dose mostly 46.1 µM), inactives show top-dose activity, positive = re-replication, hits mostly activators; also: potency is read from the fitted curve at half-maximal effect; % of control where 0% means no effect; nearly all actives have a fitted effect of over 50% in size
Starred values were filed as active, the others as inactive; i = inactive; ? = inconclusive; . = no result given; [ ] = another dose, or the depositor's remark. Unless noted, calls follow the shape of the dose curve; as a rule, active = well fitted curve in the direction sought with a large enough effect; inconclusive = small, poorly fitted or top-dose-only effect, or another doubt; inactive = no such curve, though single readings can be large; an effect the other way counts as inactive or inconclusive. The order is random; 11% or so of the library scored in one or more.

#	SMILES	KB-V1 MDR tox	HT1080 IDH1KD tx	IL1B secr inh	D3 ag	KB-3-1 cytotox	HEK293 tox	HT1080NT lethal	SW480 rereplic	MCF10A rerep
1	N/C(=N\OC(=O)c1ccccc1)c1ccn[nH]1	28.5%	7.0%	0.3	7.3	1.2%	-17.0%	12.0%	2.4%	-1.6%
2	O=C(COC(=O)/C=C/c1cccc(F)c1)NC(=O)NC1CCCC1	19.6%	-0.9%	-3.1	1.5	-1.7%	1.6%	1.8%	-5.4%	-1.1%
3	O=C(NC12CC3CC(CC(C3)C1)C2)c1cncc(O)c1	-7.2%	-15.3%	-5.4	0.6	14.0%	-9.5%	-3.8%	0.8%	?
4	COc1ccc(-c2cc3nc(C)c(CCC(=O)N4CCN(c5ccccc5)CC4)c(C)n3n2)c(OC)c1	?	.	.	7.2	17.7%	4.5%	.	.	.
5	O=C(CN(Cc1ccccc1)C(=O)CNS(=O)(=O)c1ccc(F)cc1)NCC1CCCO1 (stereo unspecified)	15.0%	11.9%	10.6	-5.9	-0.7%	0.0%	10.9%	-19.2%	-0.4%
6	CCOC(=O)c1ccc(NC(=O)c2ccccc2[N+](=O)[O-])cc1	-13.1%	-7.9%	11.8	0.6	-12.8%	-8.4%	-1.0%	17.8%	11.6%
7	Cc1ccc(CNC(=O)Cn2c(-c3cccs3)cc3cc(Cl)ccc32)cc1	?	.	.	0.2	-14.3%	0.9%	.	.	.
8	CC(=O)CCC(=O)N1CCCC(N2CCN(c3cccc(Cl)c3)CC2)C1 (stereo unspecified)	0.0%	0.8%	0.2	-4.6	2.8%	-3.7%	8.8%	-0.7%	5.9%
9	O=C(CN1C(=O)C2C3C=CC(C3)C2C1=O)NCc1ccco1 (stereo unspecified)	?	5.0%	-1.7	0.5	15.8%	-4.6%	16.1%	-4.5%	-0.6%
10	Cc1ccc(CSCC(=O)N2CCOCC2)cc1	0.0%	13.8%	13.6	2.5	18.6%	-10.7%	16.2%	18.4%	?
11	COc1cc(NC(=O)COC(=O)c2ccc(C)c(S(=O)(=O)N3CCCCC3)c2)c(C)cc1[N+](=O)[O-]	2.5%	12.1%	-4.5	5.3	6.4%	0.2%	3.6%	-5.0%	0.5%
12	CCCc1nc2ccc(NC(C)=O)cc2c(=O)n1Cc1cccc(Cl)c1	-16.0%	-2.8%	-19.9	-13.2	-1.1%	-8.4%	-3.9%	1.7%	-9.6%
13	NS(=O)(=O)c1ccc(CNC(=O)c2cc(=O)c3ccccc3o2)cc1	10.0%	1.0%	9.1	-6.7	10.8%	1.0%	12.8%	-1.6%	1.3%
14	COc1ccc([C@H]2N[C@]3(CCCN(Cc4ccc(C(F)(F)F)cc4)C3=O)[C@H]3C(=O)N(C)C(=O)[C@@H]23)cc1	-9.5%	7.3%	21.6	-1.5	-17.5%	-1.1%	12.0%	.	.
15	COc1ccc(C(=O)NC2CC2)cc1OC1CCN(Cc2ccc(Cl)cc2)CC1	?	-2.7%	i	-9.0	-24.5%	-1.3%	-7.9%	?	-8.6%
16	CCC(C)[C@H](NC(=O)[C@@H]1CSC2c3ccccc3C(=O)N21)C(=O)NCc1ccncc1 (stereo partly specified)	0.0%	8.1%	-2.6	3.8	18.4%	-2.9%	-1.0%	-2.4%	-3.9%
17	CCN(CC)c1ccc(-c2nc3cnccn3c2NC2CCCC2)cc1	0.0%	2.6%	?	-2.7	?	.	8.1%	20.6µM*	16.4µM*
18	Nc1nonc1-n1nnc(C(=O)N/N=C/c2cccc(Cl)c2)c1CN1CCCCCC1	?	11.9%	-1.9	5.8	12.6%	5.3%	1.7%	-1.2%	-1.9%
19	CCOc1ccc(N2C(=O)/C(=C/c3ccccc3)N=C2SC)cc1	30.5%	9.4%	6.7	9.9	3.3%	-2.5%	9.8%	6.7%	5.8µM*
20	CC(=O)Nc1c(C)nn(-c2ccc(C)c(C)c2)c1C	8.9%	3.5%	-1.0	1.8	-1.8%	-5.1%	9.1%	-17.0%	-1.2%
21	O=C(Cn1nnc(-c2cccs2)n1)N1CCOCC1	-4.2%	3.7%	-14.4	-10.6	-0.1%	10.5%	16.7%	-3.4%	4.6%
22	COCc1c(C(=O)OCC(=O)N2c3ccccc3CC2C)oc2ccccc12 (stereo unspecified)	9.2%	-5.3%	12.7	-4.4	1.8%	0.0%	-2.7%	-16.8%	4.7%
23	Cc1cc(C(=O)OCC(=O)N2c3ccccc3NC(=O)C2(C)C)c(C)n1-c1ccccc1	0.0%	?	-78.6*	-15.9	-1.4%	15.5%	?	3.0%	?
24	C=CCNc1sc(C(=O)c2cccs2)c(N)c1C#N	5.2%	6.0%	-20.6	-5.1	1.6%	104.9%[activator]	3.0%	?	?
25	CN(CC(=O)Nc1cccc(F)c1)C(=O)CCCn1c(=O)oc2ccccc21	-23.1%	2.2%	29.3	13.2	6.6%	1.4%	0.4%	0.6%	-14.3%
26	O=C(OCc1nnc(-c2ccccc2)o1)C1CCN(C(=O)c2ccc(Cl)cc2)CC1	4.4%	-4.3%	11.1	-3.4	-10.7%	2.5%	-7.1%	?	-1.4%
27	CCOC(=O)N1CCN(C(=O)c2[nH]c(C(F)(F)F)nc2-c2ccccc2)CC1	13.5%	?	-10.3	0.4	?	-17.7%	?	.	.
28	COc1ccc(N2CCC(CNC(=O)Nc3ccc(C)c(C)c3)C2)cc1 (stereo unspecified)	-29.1%	-5.1%	-10.4	0.9	-16.8%	3.1%	-3.2%	0.2%	14.8%
29	O=C(c1ccco1)c1coc2c1cc(O)c1ccccc12	-0.3%	13.3%	64.4	-1.5	2.4%	0.7%	3.3%	-4.8%	2.0%
30	CN1CCc2c(n(CC(O)CN3CCN(CCO)CC3)c3ccccc23)C1=O (stereo unspecified)	4.4%	6.8%	21.3	3.6	16.8%	-13.0%	0.2%	-21.8%	-6.1%

Brought forward from above: two entries; new compounds follow.
#	SMILES	KB-V1 MDR tox	HT1080 IDH1KD tx	IL1B secr inh	D3 ag	KB-3-1 cytotox	HEK293 tox	HT1080NT lethal	SW480 rereplic	MCF10A rerep
29	O=C(c1ccco1)c1coc2c1cc(O)c1ccccc12	-0.3%	13.3%	64.4	-1.5	2.4%	0.7%	3.3%	-4.8%	2.0%
30	CN1CCc2c(n(CC(O)CN3CCN(CCO)CC3)c3ccccc23)C1=O (stereo unspecified)	4.4%	6.8%	21.3	3.6	16.8%	-13.0%	0.2%	-21.8%	-6.1%
31	O=c1nc(/C=C/c2cc([N+](=O)[O-])ccc2Cl)cc(C(F)(F)F)[nH]1	?	8.5%	-94.5*	-12.2	19.3%	5.6%	3.6%	6.9%	3.26µM*
32	CC(C)(C)CC(=O)Nc1ccc(S(=O)(=O)N2CCCC2)cc1	-6.9%	-29.9%	-2.5	8.2	-5.6%	-15.7%	-0.2%	-2.8%	-0.2%
33	Cc1ccc2c(C)c(C(=O)N(Cc3ccc(N(C)C)cc3)C3CCS(=O)(=O)C3)oc2c1 (stereo unspecified)	-45.4%	-20.7%	-26.6	5.0	?	-0.2%	-18.4%	0.6%	12.4%
34	O=C(Nc1ccccc1C(=O)O)c1cc(S(=O)(=O)N2CCCCCC2)ccc1Cl	-5.2%	-1.6%	43.5	29.1	-10.2%	-2.6%	-3.3%	-4.2%	27.4%
35	CCN(CC(=O)Nc1ccc(OC)cc1)C(=O)c1ccc2ccccc2c1	-2.8%	16.1%	-15.4	-0.1	10.5%	-6.2%	13.9%	-4.9%	5.5%
36	NCCCCCc1nnc(SCc2ccccc2Cl)o1	?	-8.9%	15.9	-9.7	7.3%	?	-12.4%	-6.4%	1.1%
37	O=C(CCc1ccccc1)c1nnc(-c2ccccc2)o1	6.0%	25.7%	-52.5*	-5.1	-4.9%	4.4%	-4.7%	5.2%	-0.4%
38	COC(=O)[C@]12CCCCC=C1N(Cc1ccco1)C(=O)[C@H](CC(=O)N1CCCCC1)C2	14.1%	1.9%	23.3	-4.1	1.4%	3.1%	12.1%	.	.
39	Cc1c(OC(C)C(=O)NCC2CCC(C(=O)O)CC2)ccc2c3c(c(=O)oc12)CCCC3 (stereo unspecified)	8.3%	-0.2%	16.2	-4.1	-11.2%	-11.7%	-1.4%	-4.0%	-0.1%
40	CCN1CCSc2ccc(C(=O)NCc3cc(Br)ccc3OC)cc21	6.9%	-13.5%	-22.9	-10.4	14.9%	7.7%	-12.0%	-1.8%	?
41	O=C1CCC([N+](=O)[O-])C(c2ccc(Br)cc2)N1 (stereo unspecified)	0.9%	11.7%	8.9	5.8	2.3%	5.9%	2.9%	-6.0%	-2.2%
42	COc1ccc2c(c1)C1(C)CC(C)(C)N2C(=O)N1c1ccccc1 (stereo unspecified)	-9.0%	-21.5%	2.3	8.4	-2.5%	-21.6%	-19.8%	1.3%	22.5%
43	Cc1cc(NC(=O)COc2cccc([N+](=O)[O-])c2)no1	-3.9%	5.4%	6.5	3.1	-2.6%	0.0%	5.9%	-18.7%	-4.3%
44	CCN1CCN(c2ccccc2NC(=O)C(C)Oc2ccc(C(C)=O)cc2)CC1 (stereo unspecified)	2.8%	0.1%	-14.3	-20.8	-19.9%	-28.1%	-13.2%	-2.2%	26.0%
